D3 ag: agonists of human D3 dopamine receptor; P35462; D3R DiscoveRx beta-arrestin cells, luminescence, 90 min; max activation, %; 410,000 compounds, 0.58% hits; AID 652048; in the data active means max activation above about 30%; further: 0% is about no effect; mostly tested at two doses, the higher about 12 µM
Target sequence (P35462 whole entry, looked up): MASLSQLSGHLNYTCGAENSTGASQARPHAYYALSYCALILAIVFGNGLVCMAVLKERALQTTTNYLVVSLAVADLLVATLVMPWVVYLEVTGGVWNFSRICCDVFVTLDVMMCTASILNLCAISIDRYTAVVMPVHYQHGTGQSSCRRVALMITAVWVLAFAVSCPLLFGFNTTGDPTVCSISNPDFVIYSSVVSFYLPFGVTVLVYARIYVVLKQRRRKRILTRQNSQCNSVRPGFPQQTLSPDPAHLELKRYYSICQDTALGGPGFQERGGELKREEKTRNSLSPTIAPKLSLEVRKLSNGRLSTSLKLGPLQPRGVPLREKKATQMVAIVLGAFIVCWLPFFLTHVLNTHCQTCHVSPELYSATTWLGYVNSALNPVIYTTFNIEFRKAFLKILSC
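Agonist-mode cell screen: cells plated at 1500/well and incubated overnight at 37 °C, then exposed to library compounds for 90 min at 37 °C. Detection reagent was added for 30–60 min at room temperature, and luminescence was read.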
EPAC2 ag: EPAC2 (human) agonism; Potency, µM (titrated, usually from 154 µM), for the others: top-dose activation, usual class: activators; EPAC2 activation, biochemical qHTS; response scale: 100% = 6.5 mM cAMP response; AID 720711; 360,000 compounds, 0.079% hits; further: potency means the concentration at half of the fitted maximal effect; nearly all actives have a fitted effect of over 50% in size
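Nucleotide exchange monitored as fluorescence drop when BODIPY-GDP leaves Rap1B. Reaction: 100 nM EPAC2, 250 nM RAP1B-BODIPY-GDP, 50 uM GDP, room temperature, kinetic read over 30 min. Activity expressed relative to 6.5 mM cAMP.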
DRD3 antagonist: D3 dopamine receptor (human) antagonism; P35462; D3R cells, DiscoveRx beta-arrestin luminescence, antagonist mode; active compounds read low; max response, negative = inhibition, %; 360,000 compounds, 2.5% hits; in the data active means max response below about -50%; inconclusive means no clear call, values can overlap the other calls; further: on the % scale 0 is the no-effect control and ±100 the full control effect; mostly tested at two doses, the higher about 12 µM
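Cells expressing the human receptor were seeded at 1500 cells/well, incubated overnight at 37 degrees C in 5% CO2, then exposed to library compounds with dopamine controls for 90 minutes at 37 degrees C before luminescent detection.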
PTHR1 agonist: activates the human parathyroid hormone receptor PTHR1; HEK293 GP2 PTHR1 cells, GloSensor cAMP luminescence, 1 h; 410,000 compounds, 0.075% hits; Potency, µM (highest dose often 115 µM), inactives show at the highest dose activation, hits mostly activators; Q03431; further: potency means the concentration at half of the fitted maximal effect; nearly all actives have a fitted effect of over 55% in size; some results filed as inactive show a strong effect at the top dose; inactives centre near -15; many of its hits are not listed in these tables
Target sequence (Q03431 whole entry, looked up): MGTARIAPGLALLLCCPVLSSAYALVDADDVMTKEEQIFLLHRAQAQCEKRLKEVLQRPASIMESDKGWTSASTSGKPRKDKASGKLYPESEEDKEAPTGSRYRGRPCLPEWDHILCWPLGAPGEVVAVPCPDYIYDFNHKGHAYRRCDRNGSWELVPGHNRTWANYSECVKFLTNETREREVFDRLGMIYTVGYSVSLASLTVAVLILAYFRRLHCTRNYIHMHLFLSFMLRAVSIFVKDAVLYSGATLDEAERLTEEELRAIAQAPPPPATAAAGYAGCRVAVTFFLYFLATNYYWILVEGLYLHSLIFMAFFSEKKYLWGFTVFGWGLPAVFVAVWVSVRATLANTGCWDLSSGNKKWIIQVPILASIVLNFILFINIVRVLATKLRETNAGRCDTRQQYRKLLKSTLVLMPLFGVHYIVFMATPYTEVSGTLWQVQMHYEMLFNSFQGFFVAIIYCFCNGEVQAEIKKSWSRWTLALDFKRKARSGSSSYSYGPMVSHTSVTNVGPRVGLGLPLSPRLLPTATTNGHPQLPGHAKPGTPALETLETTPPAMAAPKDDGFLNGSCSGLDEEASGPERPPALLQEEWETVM
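HEK-293-derived GP2 cells expressing PTHR1 and a GloSensor cAMP reporter, 3,000/well, plated overnight, given luciferin plus IBMX (each 0.5 mM as added) for 1 h at 37 °C, then compound for 1 h at 37 °C. Luminescence was read after 15 min at room temperature.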
EPAC2 antagonist: blocks human EPAC2 exchange factor | EPAC2 GEF exchange of Rap1B-BODIPY-GDP, fluorescence | Potency, µM (highest dose often 114 µM), inactives show at the highest dose activity, negative = inhibition, usual class: inhibitors | 360,000 compounds, 0.18% hits | AID 720708; further: potency means the concentration at half of the fitted maximal effect; on the % scale 0 is the no-effect control and ±100 the full control effect; nearly all actives have a fitted effect of over 45% in size; many of its hits are not listed in these tables
CCT modulator: cytosolic chaperonin activity modulation. purified chaperonin ATPase assay, HTRF ADP detection, 30 min. activity change, % (no concentration beside the values), hits read low. 360,000 compounds, 0.3% hits. AID 651819; in the data active means activity change below about -30%; further: on the % scale 0 is the no-effect control and ±100 the full control effect
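Nucleotide hydrolysis assay: TRiC at 20–40 nM final (set by batch activity) with 10 uM ATP, 30 min at 37 °C, in presence of 76 uM compound. Detection by competitive ADP HTRF, 30 min ambient.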
Akt phos inh: inhibitors of Akt phosphorylation | Neuro2A IGF-stimulated pAkt S473 HTRF, 20 min; active compounds read low | activity change, % for hits at 50 µM | 360,000 compounds, 0.32% hits | AID 651550; in the data active means activity change below about -80%; inconclusive means mostly about -51% to -80%; further: on the % scale 0 is the no-effect control and ±100 the full control effect
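Neuro2A cells (4,500/well, DMEM with 0.5% FBS) were treated with compound at a single 50 µM final concentration, stimulated with 6 nM IGF for 20 min at 37 °C, and lysed. Phospho-Akt Ser473 was read by HTRF as 665/615 ratio ×10^4.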
MmCpn inh: blocks the Methanococcus maripaludis chaperonin Mm-Cpn; purified Mm-Cpn ATPase, ADP Transcreener TR-FRET; Potency, µM (series often up to 76.9 µM), inactives show at the highest dose activity, negative = inhibition, usual class: inhibitors; 330,000 compounds, 0.031% hits; further: potency means the concentration at half of the fitted maximal effect; on the % scale 0 is the no-effect control and ±100 the full control effect; nearly all actives have a fitted effect of over 80% in size
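Reaction buffer contained 30 mM Tris pH 7.4, 100 mM KCl, 5 mM MgCl2 and 1 mM DTT. Mm-CPN (25 nM final) hydrolysed 10 uM ATP over 30 min at 37°C; ADP was read by HTRF.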
* hit, by the source's call; i = inactive; ? = inconclusive; nt = no result given; & = joins results of further samples; [ ] = another dose, or the depositor's remark. Unless noted, the call rests on the fitted dose curve; in most records, active means well fitted curve in the direction sought with a large enough effect; inconclusive means small, poorly fitted or top-dose-only effect, or another doubt; inactive means no such curve, though single readings can be large; an effect the other way counts as inactive or inconclusive.

1	CC1CCN(S(=O)(=O)c2nnc(NC(=O)c3ccccc3Br)s2)CC1
2	Cc1ccccc1OCCn1c(CCNC(=O)C(C)C)nc2ccccc21
3	COc1cc(C)nc(N2CCCC(C(=O)NCC(C)C)C2)n1 (stereo not given)
4	COC(=O)[C@@]12C[C@@H](CC(=O)NCc3cccc(C(F)(F)F)c3)C(=O)N(Cc3cccc4ccccc34)C1=CCC(C)(C)C2
5	Cc1cc(C)c(NC(=O)CS(=O)CC(=O)N2CCN(c3ccc(F)cc3)CC2)c(C)c1 (stereo not given)
6	COc1ccccc1C(=O)Oc1ccccc1C(=O)Nc1ccccc1
7	CCOc1cc(C2CC(=O)Nc3cc(C)c(C)cc32)ccc1O (stereo not given)
8	CCc1ccc(NC(=O)c2ccccc2NC(=O)C2CCCO2)cc1 (stereo not given)
9	N#C/C(=C\c1ccccc1[N+](=O)[O-])C(=O)Nc1ccc(S(N)(=O)=O)cc1
10	Cc1ccc2oc(=O)c3cnn(CC(=O)Nc4cc(-c5cccc(F)c5)no4)c3c2c1

assay / entry	1	2	3	4	5	6	7	8	9	10
D3 ag	1	1	0	0	20	0	3	-1	-3	5
EPAC2 ag	-1%	-10%	6%	-7%	-4%	0%	3%	-2%	16%	-4%
DRD3 antagonist	-16	5	21	-4	11	6	-14	?	-11	9
PTHR1 agonist	i	i	i	-4%	-24%[57.5 µM]	-32%[inhibitor]	-11%[57.5 µM]	?	-69%[inhibitor]	-15%
EPAC2 antagonist	-18%	20%	1%	-16%	2%	-21%	-4%	-9%	14%	-11%
CCT modulator	0.3	-3.9	-8.5	nt	-1.4	-2.6	2.4	-3.7	-0.2	-1.2
Akt phos inh	i	i	i	i	i	i	i	i	i	i
MmCpn inh	-19%	0%	-1%	nt	0%	-6%	0%	2%	1%	-2%

11	C=CCn1c(N)c(C(=O)NCCC2=CCCCC2)sc1=S
12	CCC(C)(C)NS(=O)(=O)c1cc(CN2C(=O)c3cccnc3C2=O)ccc1OC
13	CC(=O)N1CCN(c2ccc([N+](=O)[O-])c(NCc3cccnc3)c2)CC1
14	CC1(C)OCC(CNC(=O)c2[nH]c(C(F)(F)F)nc2-c2ccccc2)O1 (stereo not given)
15	CC12CCC(C(=O)NCC3CCCO3)(OC1=O)C2(C)C (stereo not given)
16	CCc1c(C(=O)Nc2cc(C(=O)OC)ccc2C)csc1C
17	O=C(NN1C(=O)/C(=C/c2ccc(O)c([N+](=O)[O-])c2)SC1=S)c1ccccc1Cl
18	O=C(Nc1ccccc1)OC1CCCCc2cccnc21 (stereo not given)
19	Cc1ccc(NNC(=S)Nc2ccc(C(C)C)cc2)c(C)c1
20	C=CCn1c(=O)c(C(=O)NCCN(CC)CC)c(O)c2ccccc21

assay / entry	11	12	13	14	15	16	17	18	19	20
D3 ag	-13	-6	-2	1	-6	0	-31	1	-1	-13
EPAC2 ag	-3%	5%	4%	9%	0%	-1%	1%	5%	-4%	9%
DRD3 antagonist	-3	8	-2	0	19	-3	-74*	8	6	-11
PTHR1 agonist	-21%	?	i	-1%	i	i	-35%[inhibitor]	i	-4%	-10%
EPAC2 antagonist	-2%	-15%	-2%	9%	-5%	3%	?	?	?	14%
CCT modulator	0.2	0.6	-4.6	-8.7	11	0.1	0.1	1.2	-2.2	-1.9
Akt phos inh	i	i	i	i	i	i	i	i	i	i
MmCpn inh	1%	2%	1%	nt	2%	-1%	-19%	1%	0%	0%

21	COc1cc2cc(C(=O)N3CCN(c4ccccc4OC)CC3)[nH]c2cc1OC
22	Cc1ccc(NC(=O)CN(C)C(=O)c2n[nH]c(=O)c3ccccc23)cc1
23	Cc1cccc(C)c1NC(=O)C(NC(=O)c1ccccn1)c1ccc([N+](=O)[O-])cc1 (stereo not given)
24	COc1ccc(-c2c(C(F)(F)F)oc3cc(OCC(=O)Nc4ccccc4C(F)(F)F)ccc3c2=O)cc1OC
25	Cc1ccc(NC(=S)N(CCCN2CCC(C)CC2)Cc2ccco2)cc1C
26	CCCCCCCCNC(=O)/C(C#N)=C/c1ccc(SC)cc1
27	Cc1ccc(-c2c3c(=O)n(C)c(=O)n(C)c3cn2-c2ccccc2O)cc1
28	COCCNc1oc(-c2ccccc2Cl)nc1C#N
29	Cc1oc(-c2ccc3ccccc3c2)nc1CN(C)C(C)c1ccncn1 (stereo not given)
30	COn1c(=O)c(-c2cccc(Br)c2)[n+]([O-])c2ccccc21

assay / entry	21	22	23	24	25	26	27	28	29	30
D3 ag	7	-7	-5	1	-34	-3	11	-6	6	4
EPAC2 ag	8%	4%	1%	-11%	12%	3%	-3%	5%	2%	-3%
DRD3 antagonist	3	8	-52*	57	-52*	-8	-13	3	-2	25
PTHR1 agonist	-15%	-6%	?	-17%	?	-47%[inhibitor]	-14%[57.5 µM]	i	-19%	i
EPAC2 antagonist	2%	-3%	17%	-6%	-14%	8%	5%	5%	-2%	8%
CCT modulator	-3.9	2.0	1.1	-1.6	-2.6	-0.9	-0.5	0.1	-3.2	0.6
Akt phos inh	i	i	i	i	i	i	i	i	i	i
MmCpn inh	0%	-5%	-1%	-3%	1%	1%	0%	-3%	0%	-2%

Among those listed so far, these have an aryl methoxy group.
3	COc1cc(C)nc(N2CCCC(C(=O)NCC(C)C)C2)n1 (stereo not given)
6	COc1ccccc1C(=O)Oc1ccccc1C(=O)Nc1ccccc1
12	CCC(C)(C)NS(=O)(=O)c1cc(CN2C(=O)c3cccnc3C2=O)ccc1OC
21	COc1cc2cc(C(=O)N3CCN(c4ccccc4OC)CC3)[nH]c2cc1OC
24	COc1ccc(-c2c(C(F)(F)F)oc3cc(OCC(=O)Nc4ccccc4C(F)(F)F)ccc3c2=O)cc1OC

assay / entry	3	6	12	21	24
D3 ag	0	0	-6	7	1
EPAC2 ag	6%	0%	5%	8%	-11%
DRD3 antagonist	21	6	8	3	57
PTHR1 agonist	i	-32%[inhibitor]	?	-15%	-17%
EPAC2 antagonist	1%	-21%	-15%	2%	-6%
CCT modulator	-8.5	-2.6	0.6	-3.9	-1.6
Akt phos inh	i	i	i	i	i
MmCpn inh	-1%	-6%	2%	0%	-3%

Next compounds follow.
31	Oc1ccc(C(=S)N2CCCCC2)cc1
32	Cc1ccc2c(c1)C(O)(C1COC(C)(C)CC1=O)C(=O)N2C (stereo not given)
33	CCC1CCC2(CC1)NC(=O)N(CC(=O)NCc1ccc(Cl)cc1)C2=O (stereo not given)
34	COc1ccc(Cc2nc(C(=O)Nc3ccc(Cl)cc3)cs2)cc1
35	CC(C)(C)N(Cc1ccccc1)C(=O)CSc1nc2ccccc2c(=O)[nH]1
36	Cc1cccc(C(=O)NC(=S)NNC(=O)c2ccc(Cl)cc2)c1
37	CCn1c(CSc2nncn2-c2ccc(OC)cc2)nc2cc(S(=O)(=O)N(C)C)ccc21
38	O=C1C=C(c2ccccc2)CO1
39	COc1ccc(-c2oc(=O)c3cc(OC)c(OC)cc3c2C#CCCO)cc1
40	O=C(NC1CCCC1)C1CCN(S(=O)(=O)c2ccccc2)CC1

assay / entry	31	32	33	34	35	36	37	38	39	40
D3 ag	-8	-12	-5	1	-9	3	-1	1	5	6
EPAC2 ag	2%	10%	1%	10%	14%	-14%	5%	-2%	7%	6%
DRD3 antagonist	-30	-6	-11	-7	6	8	0	0	30	1
PTHR1 agonist	i	i	-27%	-16%[57.5 µM]	-9%	-10%	-20%[57.5 µM]	i	-20%	i
EPAC2 antagonist	9%	31%[activator]	7%	-5%	6%	3%	8%	6%	4%	-6%
CCT modulator	-1.3	1.4	-0.5	-8.2	-1.4	0.2	-1.0	-1.8	-1.2	-0.8
Akt phos inh	i	i	i	i	i	i	i	i	i	i
MmCpn inh	1%	1%[15.4 µM]	-1%	0%	-1%	-1%	1%	nt	1%	0%

41	COc1ccc(NC(=S)NCC2CCN(c3ccc(OC)cc3)C2)cc1 (stereo not given)
42	COc1cccc(C2=CC(=O)C[C@H](c3ccc(OC)c(OC)c3)C2)c1
43	CCSCc1nc2ccccn2c1Br
44	O=CNCc1nc2ccccc2n1CCc1ccccc1
45	COc1ccc(-c2csc(/C(C#N)=C(\O)CSc3nccn3C)n2)cc1OC
46	CCOc1ccc(Cl)cc1S(=O)(=O)N1CCC(C(=O)NCc2ccccn2)CC1
47	COCCNC(=O)CSc1nc2sc(C)c(C)c2c(=O)n1-c1ccccc1
48	CCOC(=O)N1CCN(C(=O)CNS(=O)(=O)c2cccs2)CC1
49	Cc1ccc(S(=O)(=O)NC2(C(F)(F)F)NC(=O)N(c3ccc(F)cc3)C2=O)cc1 (stereo not given)
50	Cc1ccc(CNS(=O)(=O)c2c(C(=O)N3CCCCC3)c(C)n(C)c2C)cc1
51	CC(C)(C)n1nc2c(c1NC(=O)c1ccco1)CS(=O)C2 (stereo not given)
52	COc1ccc(C(C(=O)Nc2ccc(F)cc2)N2CCN(c3cccc(C(F)(F)F)n3)CC2)cc1 (stereo not given)
53	Cc1ccc2[nH]cc(C(=O)NCc3cccs3)c(=O)c2c1

assay / entry	41	42	43	44	45	46	47	48	49	50	51	52	53
D3 ag	-5	-1	0	0	-5	-5	-17	-2	-7&-11	5	2	-8	9
EPAC2 ag	7%	11%	-1%	2%	2%	11%	8%	2%	-1%	3%	11%	-2%	4%
DRD3 antagonist	-7	18	10	25	-55*	-14	-21	12	-20	2	2	-10	7
PTHR1 agonist	i	-45%[inhibitor]	i	-7%	-6%[57.5 µM]	0%	i	i	-13%	i	i	-8%	-1%[57.5 µM]
EPAC2 antagonist	-2%	?	0%	-2%	4%	-4%	7%	-1%	2%	16%	-3%	-8%	-6%
CCT modulator	0.0	-0.1	-1.5	-7.9	-2.1	-3.7	-1.3	0.0	-1.5	-0.8	1.3	nt	-1.7
Akt phos inh	i	i	i	i	i	i	i	i	i	i	i	i	i
MmCpn inh	-2%	1%	2%	-2%	-5%	1%	-1%	0%	-1%	-1%	0%	nt	-4%

High-throughput results (PubChem BioAssay)

An excerpt; rates above refer to the full screens.
